Screening data from PubChem BioAssay.
TAG inh: inhibitors of triacylglycerol accumulation, primary screen, cell-based, uHTS, fluorescence, H9c2; H9c2 cells, Nile Red lipid (TAG) fluorescence; cells loaded with 200 µM oleic acid; inhibition, % at 12.5 µM; hit rate 0.66% among 230,000; AID 651582, 2012;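 active = pattern-corrected inhibition of lipid staining of at least 50% with the nuclear-stain viability signal not falling by more than 50%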;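 also: 0% = DMSO wells and 100% = triacsin C control wells; some results filed as inactive read as strong as hits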
TAG inh DAPI viability: recorded beside TAG inh, whose call it bears; DAPI nuclei signal change (viability), lower = more cytotoxic, %;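 whole-well DAPI fluorescence read on a plate reader as a viability signal; minus 50 percent equals half of cells still viable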
An asterisk follows results filed as active.

SMILES	TAG inh	TAG inh DAPI viability
COc1ccc(Cl)cc1-c1noc([C@@H]2O[C@H](CO)[C@@H](O)[C@H]2O)n1	-5	-1
CCOc1ccc(S(=O)(=O)NCCC(=O)N2CCCC(C)C2)cc1 (stereo not given)	-13	-6
O=C(CSc1nc(-c2ccco2)cc(C(F)(F)F)n1)NCCc1ccccc1	3	7
O=C(NNc1c2ccccc2nc2ccccc12)c1ccc(O)cc1O	9	-1
CCCCN(CC)CCCNC(=O)c1cn(CC)c2ccc(S(=O)(=O)N3CCc4ccccc4C3)cc2c1=O	31	-11
Cc1ccc(C)c(OCC(=O)Nc2ccc(N3CCOCC3)cc2)c1	-4	-6
O=C(c1cccs1)N1CCN(C(=O)N2CCOCC2)CC1	-1	9
Cc1cc(C)c2oc(-c3ccc(Cl)c(NC(=O)c4ccc(C#N)cc4F)c3)nc2c1	33	9
Cc1noc(C)c1S(=O)(=O)NC(=O)C1(C)CCN1C(=O)C1(c2ccc(Cl)cc2)CCC1 (stereo not given)	-2	11
CC(C)Nc1nc(NCCOc2ccccc2)c2sccc2n1	-11	11
O=C(c1ccco1)N1CCN(S(=O)(=O)c2cccc([N+](=O)[O-])c2)CC1	16	-1
Cc1cc(C(=O)CSc2nnc(Cc3ccccc3)o2)c(C)n1Cc1ccc2c(c1)OCO2	-15	5
Cc1ccc(S(=O)(=O)NCc2ccccc2)cc1C(=O)NCC(C)(C)N1CCOCC1	-20	-6
N=c1sccn1CC(=O)Nc1ccc([N+](=O)[O-])cc1Cl	-2	1
O=C(CCCCCN1C(=O)c2cccc3cccc(c23)C1=O)NCc1ccco1	-10	1
O=C(CSc1nnc(-c2ccncc2)n1C1CC1)c1cccs1	-8	2
O=C(Nc1nccs1)C1CCCCN1S(=O)(=O)c1ccccc1 (stereo not given)	9	-2
Cn1c(=O)c2c(nc(SCC(=O)c3ccc(F)cc3)n2C)n(C)c1=O	0	3
O=C(Nc1cc(S(=O)(=O)N2CCCC2)ccc1Cl)c1ccncc1	8	4
COc1cc(C)ccc1OCCOCCOc1ccccc1Br	-13	-2
Cc1cc(OCC(=O)NC(C)C)ccc1Cl	-7	5
Cc1ccc(N2CCC3CC2c2cc(-c4ccc(C(F)(F)F)cc4)ccc23)cc1 (stereo not given)	22	-3
CCCCOc1cc(CC2CNC(=O)N2)ccc1OC (stereo not given)	-11	8
OCCC1CN(CCCn2cccn2)CCN1Cc1ccccc1 (stereo not given)	7	2
N#CCCn1cc(C(=O)Nc2ccccn2)c(-c2ccccc2)n1	-2	0
CC1CCc2nc(NC(=O)C3CC3)sc2C1 (stereo not given)	-11	4
CCn1c(O)c(N=NC(=O)CNC(=O)c2ccco2)c2ccccc21	-16	15
O=S(=O)(Nc1cccnc1)c1cccs1	-13	7
CN1OC[C@@H]2C(=O)N3CCc4c([nH]c5ccccc45)[C@@H]3C[C@@H]21	10	11
CC(=O)N1CCOCCOCCOCC1	4	0
Fc1ccc(SCCc2ccncc2)cc1	11	-7
COC(=O)c1ccccc1NS(=O)(=O)c1ccc2c(c1)oc(=O)n2C	-20	6
COc1ccc(C2c3c(-c4ccccc4O)n[nH]c3C(=O)N2CCc2ccc(OC)c(OC)c2)cc1 (stereo not given)	-9	8
O=C(Nc1nnc([C@@H]2C[C@H](O)[C@@H](CO)O2)s1)Nc1cccc2c1CCCC2	4	2
COc1cc(C(C)=O)ccc1OCC(O)CNCC1(N2CCCCC2)CCCCC1 (stereo not given)	-20	5
COc1cccc(CNC(=O)CCc2nc3cc(S(=O)(=O)N4CCOCC4)ccc3n2C)c1	7	7
Cc1cccc(NC(=O)c2ccc(NC(C)c3ccccc3)c([N+](=O)[O-])c2)n1 (stereo not given)	-6	-8
COC(=O)c1ccccc1Nc1cc(C)nc2nc(C)nn12	5	4
COc1cc(OC)c2c(c1)OC(c1ccc(OC)c(OC)c1)C(O)C2=O (stereo not given)	9	4
C=CCN(c1nc(C)c(Br)c(OC)n1)S(=O)(=O)c1ccc(C)cc1	3	-6
COc1ccc(NS(=O)(=O)c2ccc(OC)c3ccccc23)cn1	-7	2
COc1ccccc1C(C)N(C)Cc1nc(COc2ccccc2)no1 (stereo not given)	7	3
O=C(NC1CCCC1)c1cc2nc(-c3ccccc3)cc(-c3ccccc3)n2n1	24	11
COc1ccc(-c2nnc(Nc3ccc(OC)c(C(=O)N4CCCCC4)c3)c3ccccc23)cc1	22	2
Cc1ccc(OCCNS(=O)(=O)c2ccc(N3CCCC3=O)cc2)cc1	-8	-7
C#CCN(C[C@H]1[C@H](OC(=O)NCCCCCC)[C@H](OC(=O)NCCCCCC)C[C@H]2C(=O)N(c3ccccc3)C(=O)[C@@H]12)S(=O)(=O)c1ccc(C)cc1	8	-5
Cc1c(OCC(=O)NC(Cc2c[nH]c3ccc(O)cc23)C(=O)O)ccc2c3c(c(=O)oc12)CCC3 (stereo not given)	14	-9
O=C(COC(=O)CNC(=O)c1ccc(Cl)cc1Cl)NC(=O)NCc1ccccc1	0	2
O=C(CNC(=O)c1ccccc1Br)Nc1cccc(S(=O)(=O)Nc2ccccc2Cl)c1	-1	11
Cn1cccc1C(=O)OCc1cc(-c2ccco2)on1	-2	1
CCc1ccc(N2CC(O)(c3cccs3)[N+]3=C2SCCC3)cc1 (stereo not given)	8	0
Cc1cc(C)c(-n2c(SCCS(=O)(=O)c3ccc(F)cc3)n[nH]c2=O)c(C)c1	15	-7
COc1ccc(-c2noc(-c3ccccc3C(=O)Nc3cccnc3)n2)cc1	57*	-25*
O=C(c1cnsn1)N1CCC(CO)(Cc2ccc(Cl)cc2)CC1	2	-15
CC(C)CN(C(=O)CN(C)C(=O)Cc1ccccc1Cl)c1c(N)n(CC(C)C)c(=O)[nH]c1=O	11	3
COc1ccc(-c2csc(NC(=O)COC(=O)C3=COCCO3)n2)cc1	-11	7
Cc1ccc(OCCC(=O)OCC(=O)Nc2ccc(Cl)cn2)cc1	-11	0
COC(=O)Cc1c(O)ccn(CCc2ccccc2)c1=O	-7	11
CCCC(=O)Nc1cccc(C(=O)Nc2nccs2)c1	7	5
c1csc(-c2nc3nc4ccccc4nc3n2Cc2ccc3c(c2)OCO3)c1	21	1

New compounds follow:
SMILES	TAG inh	TAG inh DAPI viability
C=CCOC(=O)C1=C[C@@H](c2ccc3c(c2)OCO3)C[C@@H](OCCCCO)O1	-77	-3
Cc1cccc(OC(C)C(=O)N2CCCN(C)CC2)c1C (stereo not given)	-8	5
Cc1ccc(S(=O)(=O)NC(C)(C)CSc2nnc(Nc3ccccc3)s2)cc1	31	-6
Cc1cccc(C)c1NC(=O)CN1CCN(C(=O)CNC(=O)c2ccc(-c3ccccc3)cc2)CC1	6	-6
CC(=O)Nc1ccc(S(=O)(=O)Nc2nc(CN3CCOCC3)nc3sc4c(c23)CCCC4)cc1	11	-1
CCCOC(=O)c1ccc(NC(=O)C(CC)CC)cc1	20	9
CCCCC(=O)N(C)c1c(C)nc2ccc(C(=O)NCCOc3ccc(OC)cc3)cn12	-5	0
Cc1nc2cc3ccccc3cc2s1	6	-2
COc1ccc(C(C)=O)cc1COc1nc(C)nc2ccccc12	-6	3
Cn1c(=O)oc2cc(S(=O)(=O)N3CCCC3)ccc21	-3	10
CCOC(=O)CC1c2nc3ccccc3cc2CN1C(=O)OCC (stereo not given)	0	0
O=C(CSc1nnc(-c2cccs2)n1Cc1ccccc1)NCc1ccc2c(c1)OCO2	-35	-9
O=C(Nc1cccc(F)c1)/C(=C\c1cccnc1)NC(=O)c1ccco1	-3	6
Cc1c(NC(=O)C(C)OC(=O)c2ccc([N+](=O)[O-])cc2Cl)c(=O)n(-c2ccccc2)n1C (stereo not given)	-4	-4
O=C1C=CC(=O)N1c1cccc(-c2ccccc2)c1	24	-23
O=C(c1ccc(-c2ccccc2)cc1)N1CCN(c2ncccn2)CC1	2	-2
COCCN(C(=O)COC(=O)Cc1c(C)nc2ccccc2c1C)c1c(N)n(CC(C)C)c(=O)[nH]c1=O	-20	5
Cc1ccccc1-n1cnnc1SCC(=O)Nc1cccnc1Cl	-22	12
Cc1ccccc1-c1cc(C(=O)O)nn1CC1CC(c2cccc([N+](=O)[O-])c2)=NO1 (stereo not given)	-11	2
COc1ccccc1S(=O)(=O)Cc1ccc(C(=O)N2CCN(c3ccccn3)CC2)o1	7	-7
COc1ccc(Cl)cc1C(=O)NCc1cn(C)nc1C	13	0
COc1ccc(C)cc1Nc1ncnc2c1nnn2Cc1ccccc1Cl	12	4
C=CCOc1cccc(C(=O)N2CCCC(CNS(=O)(=O)c3cccs3)C2)c1 (stereo not given)	0	-9
CC(/C=N/NC(=O)c1ccccc1F)c1ccccc1 (stereo not given)	-25	13
O=C(Oc1ccc(Cl)c2cccnc12)c1cccc([N+](=O)[O-])c1	-1	-2
CC(=O)Nc1ccc(C(=O)CSc2nnnn2C(C)C)cc1	-9	-10
CCOC(=O)C1CCN(C(=O)CCn2c(=O)oc3ccccc32)CC1	-2	-4
Cc1ccccc1Cn1nc(C)c(NC(=O)c2sc3ccccc3c2Cl)c1C	-45	-2
CCCCn1c(N)c(N(Cc2ccccc2OC)C(=O)c2cc(CC)c(C)s2)c(=O)[nH]c1=O	-9	1
CCNc1nc(NCC)nc(N/N=C/c2ccc(OC)cc2)n1	-5	-1
COc1ccccc1NC(=O)c1cc(S(=O)(=O)N2CCOCC2)ccc1Cl	1	-11
COc1cc(CNCc2ccncc2)ccc1OCC(N)=O	15	-7
O=C(CCCn1c(=O)[nH]c2cc(Cl)ccc2c1=O)NCCCN1CCCC1	-3	-12
C[C@H](CO)N1C[C@H](C)[C@@H](CN(C)C(=O)Nc2ccc(C(F)(F)F)cc2)Oc2c(NS(=O)(=O)c3cccs3)cccc2C1=O	10	-6
Cc1sc2nc(SCc3ccc(C(=O)O)cc3)n(Cc3ccco3)c(=O)c2c1C	-8	10
Cc1cc(F)ccc1NC(=S)NC1CCCC1	3	-1

Only part of the results is shown, so the mix of outcomes need not match the whole.
